# Compound activity deposited in PubChem BioAssay by several laboratories.
# IDE cell inh = human IDE inhibitors in live cells, primary screen, fluorescence polarization, HEK cells, FAbetaB substrate; Insulin-degrading enzyme (Homo sapiens), P14735; FAbetaB cleavage; inhibition, % at 5.59 µM; 320,000 tested, 0.41% active; AID 434962, 2010;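 active = percent inhibition above the average of all tested compounds plus 3 SD, set per screening campaign, cut at about 16% in these data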;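 note: IDE supplied by intact live HEK cells; FP after avidin binding of uncleaved biotin substrate so inhibition keeps polarization high; 0% = DMSO wells and 100% = 60 µM reference IDE inhibitor Ii1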
# UBC9 SUMO inh = inhibitors of in vitro SUMOylation cascade, primary screen, biochemical, HTRF, uHTS; HTRF SUMOylation assay, SAE1/SAE2 + UBC9; inhibition, % at 35 µM; 290,000 tested, 0.36% active; AID 2006, 2009; in the data active = inhibition above about 50%, passing the limit was not always enough; note: strong numbers were not always called active
# Target sequence (P63279 whole entry, looked up): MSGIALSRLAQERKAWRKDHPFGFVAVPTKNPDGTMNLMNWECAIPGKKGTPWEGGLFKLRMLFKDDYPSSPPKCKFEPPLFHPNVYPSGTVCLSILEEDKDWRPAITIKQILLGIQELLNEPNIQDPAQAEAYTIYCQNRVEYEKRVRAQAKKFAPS
# HCV NS3 hel inh = inhibitors of HCV NS3 helicase, primary screen, biochemical, Cy5 molecular beacon fluorescence; Hepatitis C virus NS3 helicase; NS3 helicase DNA unwinding; inhibition, % at 10.9 µM; 290,000 tested, 0.56% active;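 active = inhibition above the mean of all tested compounds plus 3 SD, set per campaign, cut at about 35% in these data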;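 note: 0% = DMSO wells and 100% = thioflavine S control wells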
#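 Test system: hepatitis C virus NS3 helicase domain fragment enzyme. Also added: annealed dual-labelled DNA beacon duplex, ATP-started. Timing: 60 min unwinding reaction at 25 °C after ATP addition. Technique: Cy5 fluorescence. Measure: % inhibition of unwinding.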
# IDE cell activ = human IDE activators in live cells, primary screen, fluorescence polarization, HEK cells, FAbeta-B substrate | Insulin-degrading enzyme (Homo sapiens), P14735 | FAbeta-B cleavage; 0% vehicle, 100% cell-free pure enzyme wells | activation, % at 5.96 µM | 340,000 tested, 0.073% active | AID 493087, 2011;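 active = activation above the mean of all tested compounds plus 3 SD, set per screening campaign, cut at about 17% in these data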
# IMP-1 inh = IMP-1 metallo-beta-lactamase inhibitors, primary screen, biochemical, epi-absorbance readout, Pseudomonas aeruginosa enzyme. metallo-beta-lactamase IMP-1 (Pseudomonas aeruginosa). purified IMP-1, nitrocefin hydrolysis, epi-absorbance fluorescence. inhibition, % at 5.6 µM. 290,000 tested, 0.45% active;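 active = inhibition above the mean plus 3 SD of all compounds in the same screening run, cut at about 4.5% in these data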;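 note: 0% = IMP-1 with DMSO and 100% = DMSO wells lacking enzyme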
#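 Assay system: purified IMP-1; Quantity: IMP-1 0.2 nM before substrate addition; Medium: HEPES buffer pH 7.1 with ZnSO4 and Brij 35; Incubation: 15 min enzyme–compound preincubation, then 25 min nitrocefin reaction, 25 °C; Signal: fluorescence quenching readout, ex 480/em 530 nm; Controls: DMSO with and without IMP-1; Repeats: singlicate testing.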
# VIM-2 inh = VIM-2 metallo-beta-lactamase inhibitors, primary screen, biochemical, epi-absorbance readout, Pseudomonas aeruginosa enzyme | 290,000 tested, 0.89% active | purified VIM-2, nitrocefin hydrolysis, epi-absorbance fluorescence | inhibition, % at 5.6 µM;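 active = inhibition above the mean of all tested compounds plus 3 SD, cutoff set per screening run, cut at about 7.5% in these data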;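 note: red hydrolysis product quenches plate fluorescence so inhibitors raise well fluorescence; 0% = enzyme with DMSO and 100% = DMSO without enzyme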
# FID counter = compounds displacing fluorescent DNA intercalator, primary screen, artefact control for HCV NS3 helicase inhibitor project, biochemical, FID fluorescence; 290,000 tested, 0.17% active; AID 1845, 2009; inhibition, % at 7.9 µM; DNA fluorescent intercalator displacement; in the data active = inhibition above about 37%;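 note: 0% = vehicle and 100% = reference compound; higher means more ethidium bromide displaced from hairpin DNA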
# pCIP destab = p/CIP-EGFP fusion destabilizers, primary screen, fluorescence, F442A cells; decrease of EGFP signal, % at 10 µM; 290,000 tested, 0.01% active; 16 h; Q05BA5; AID 1984, 2009;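 active = EGFP signal decrease of at least 30% at 10 µM or well 3 SD below plate mean, unless failing retest; inactive = the rest, including hits failing retest or dose response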; note: some compounds called inactive have numbers as strong as hits; many of its hits are not listed in these tables
# PfM18AAP inh = PfM18AAP inhibitors, malaria aminopeptidase, primary screen, biochemical, QFRET, recombinant enzyme | H-Glu-NHMec fluorogenic cleavage | inhibition, % at 7.35 µM | 290,000 tested, 1.2% active;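 active = inhibition above the campaign mean inhibition over all tested compounds plus 3 SD, cut at about 28% in these data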;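 note: 0% = plate median of test compound wells and 100% = 2 mM ZnCl2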
# Numbers without * were called inactive; x = no result given.
SMILES,IDE cell inh,UBC9 SUMO inh,HCV NS3 hel inh,IDE cell activ,IMP-1 inh,VIM-2 inh,FID counter,pCIP destab,PfM18AAP inh
COc1ccc(Cc2nc(-c3ccc(Br)o3)no2)cc1OC,-1,-3,3,6,-2.3,-2.9,-12,-5,4
Cc1ccccc1OCC(=O)N=Nc1c(O)n(C)c2ccccc12,-5,20,-3,5,-1.3,0.9,-7,5,-8
CCn1cc(S(=O)(=O)NCCc2ccccc2OC)cn1,2,5,-4,-5,-3.5,-1.6,-7,8,-1
CCCCC(NC(=O)c1cccc(Br)c1)C(=O)O (configuration not stated),-9,12,5,2,-3.9,-0.6,-1,8,1
CCOC(=O)N1CCC(N2CCN(S(=O)(=O)c3ccc([N+](=O)[O-])cc3)CC2)CC1,2,3,-8,2,-2.8,-1.6,-7,-1,2
COc1ccc(-n2c(SCC(N)=O)nnc2-c2cccnc2)cc1,-1,-8,2,-2,-8.9,-3.1,-3,-4,-7
COc1ccc(C2=C(C#N)C(=O)OC2)cc1,1,6,21,-1,1.2,-1.9,12,-16,-5
O=C(/C=C/c1ccc(OCCCF)cc1)N1CCN(Cc2ccccc2)CC1,8,4,-6,6,-2.6,-1.2,-21,-8,-3
COC(=O)c1cc2oc(C)cc2n1CC(=O)N(C)c1ccccc1,-2,-2,-4,4,-1.4,-1.9,-17,2,2
CCC1Oc2ccccc2N(CC(=O)NC2CCCCC2)C1=O (configuration not stated),-6,10,-29,-3,-3.9,-5.9,-15,-29,-11
N#Cc1nc(COc2ccc(F)cc2)oc1N1CCCC1,2,9,-1,2,-1.1,-4.2,-3,7,-2
Cc1ccc(N(C(=O)CCC(=O)Nc2cc(C)on2)C(C(=O)NC2CCCC2)c2ccncc2)cc1 (configuration not stated),4,12,0,-2,-1.0,-1.7,-34,-6,1
CC(Oc1ccccc1)C(=O)NCc1cccnc1 (configuration not stated),5,0,1,1,-2.3,0.8,-4,3,0
Cc1cccc(NS(=O)(=O)c2cccc3nonc23)c1,1,-2,5,1,-2.7,-2.1,1,-13,-10
Cc1cccc(NC(=O)CSc2nnc(CNC(=O)c3cccs3)o2)c1C,-2,3,-7,3,-3.6,-2.9,6,0,2
CC1CN(C(c2ccco2)c2sc3ncnn3c2O)CC(C)O1 (configuration not stated),0,3,1,1,-3.8,-1.5,-5,11,22
Cc1cc(NS(=O)(=O)c2cc(Cl)sc2Cl)no1,5,11,-5,1,-4.0,-3.3,-2,1,1
COc1ccc(C2CC(C(F)(F)F)n3ncc(C(=O)Nc4c(C)n(C)n(-c5ccccc5)c4=O)c3N2)cc1 (configuration not stated),0,-1,2,6,-3.3,-1.2,-31,-5,3
Cc1cccc(C)c1NC(=O)c1ccc(-n2cncn2)nc1,0,1,1,1,-2.8,-3.2,-1,-13,3
COc1ccccc1NC(=O)COc1ccc2c(c1)OCO2,9,0,4,3,-5.7,-4.2,-23,-18,6
CCn1cc(/C=N\NC(=O)Cc2ccc(Cl)cc2)cn1,-1,8,0,3,-5.4,-6.6,0,7,4
O=C(NCCO)Nc1ccc(Cl)cc1,-4,3,-9,2,-0.5,-1.9,1,-6,-1
Cc1ccc(S(=O)(=O)NNC(=O)c2csnn2)cc1,9,16,3,-1,-2.6,-2.3,-3,-1,18
Cc1noc(C)c1COc1cccc(C(=O)Nc2ccc3c(c2)OCO3)c1,-6,-2,1,-4,-0.8,0.5,-15,4,-6
Nc1c(N(CCO)C(=O)/C=C/c2ccco2)c(=O)[nH]c(=O)n1Cc1ccccc1,8,11,1,1,0.9,-0.9,-15,1,-4
COc1ccc(NC(=O)c2cccc(N3C(=O)C4C5C=CC(C6CC56)C4C3=O)c2)c(OC)c1 (configuration not stated),-6,11,-6,2,-1.4,-3.1,-41,-11,-2
O=c1cc(CN2CCN(C/C=C/c3ccccc3)CC2)c2cc(O)c(-c3ccccc3)cc2o1,-3,10,-23,-4,-1.6,-3.0,1,1,3
COc1cc(/C=C/c2cc(OC(C)=O)c3ccccc3n2)c(OC(C)=O)c([N+](=O)[O-])c1,7,22,-2,6,-1.8,-2.3,-3,-10,0
COc1cc(C(=O)c2ccccc2Cl)c([N+](=O)[O-])cc1OC,1,10,-18,0,-1.6,-2.9,-1,-6,3
Cn1ncc([N+](=O)[O-])c1C(=O)NC1CCCCC1,1,9,1,9,-2.3,-1.7,-3,-1,-2
O=C1CCCC(=O)C1CS(=O)(=O)c1ccccc1,4,7,0,3,-1.6,-1.1,-3,12,5
O=C(COc1ccccc1)Nc1ncc2c(n1)CCCC2=O,-2,2,15,-1,-1.2,-6.1,-7,-2,-8
COc1ccc(Nc2nc3c(C)cccc3cc2C#N)c(OC)c1,2,5,-1,0,-1.5,-2.7,-3,-1,-2
CSc1ccc(OC2CCN(Cc3ccccc3)CC2)cc1,-8,9,2,7,-2.0,-3.4,18,-8,1
COc1ccc(C(CC(=O)O)NC(=O)c2ccco2)cc1OC (configuration not stated),4,4,-6,-3,-1.3,-1.1,-2,-18,0
Cc1cccc(-n2cnc(C(=O)NNC(=S)Nc3ccc(Cl)cc3)c2)n1,-2,-102,-3,-7,-6.7,-3.7,-10,-9,-4
O=C(Nc1c(C(=O)Nc2ccc3c(c2)OCCO3)cnn1-c1ccccc1Cl)c1ccco1,-2,-5,-11,-2,-4.8,-2.3,-23,-2,-2
COc1cccc(C(=O)Nc2nnc(C(C)C)s2)c1,-3,16,-4,4,-2.0,-0.6,-10,-1,-8
CC(C)c1ccc(C(=O)N2CCN(c3cnn(C)c(=O)c3Cl)CC2)cc1,-1,-8,4,1,-2.8,-0.5,-26,-18,-5
CC1CN(C2CCN(C(=O)c3ccccc3)CC2)CC(C)O1 (configuration not stated),4,16,2,-3,-3.7,-2.0,6,-12,0
CN1N=C2c3ccccc3CCCC2C1c1ccc(F)cc1 (configuration not stated),-1,-16,7,0,-4.0,-4.2,-7,-14,7
O=C(NNC(=O)C1CCCO1)c1ccccc1Cl (configuration not stated),2,0,-1,1,-1.2,-0.8,-2,-9,1
Cc1c(C(=O)O)nnn1-c1ccccc1,5,35,-9,3,-3.7,-2.7,5,1,3
CC(C)C(=O)N1N=C2CCCCC2C1(O)C(F)(F)F (configuration not stated),-8,13,-4,4,-1.7,0.8,-8,-16,-2
COC(=O)c1cnn(-c2nc(OC)cc(OC)n2)c1C,3,0,2,-3,-3.7,-2.1,-7,-2,1
O=C(c1ccco1)N1CCN(C(=O)c2ccccc2NS(=O)(=O)c2ccc(F)cc2)CC1,0,-14,5,8,-0.2,2.9,-29,12,-1
Cc1ccc(C(=O)N(Cc2cccnc2)Cc2cc3cc(C)ccc3n3nnnc23)cc1,6,14,10,-2,-3.2,-3.5,0,2,2
Cc1c(C(N)=O)sc2ncn(CC(=O)N3CCC(C)CC3)c(=O)c12,2,-8,-1,5,-5.2,-3.3,0,0,2
Cn1c(=O)c2cc(NCc3ccccc3)nnc2n(C)c1=O,1,88,-2,5,-1.5,2.5,2,-15,-9
CC1CCC(C(C)C)C(OC(=O)Cn2c(-c3ccc(Cl)cc3)[n+](C)c3ccccc32)C1 (configuration not stated),8,9,-91,12,-2.5,-3.9,19,-23,-2
# Further entries follow:
SMILES,IDE cell inh,UBC9 SUMO inh,HCV NS3 hel inh,IDE cell activ,IMP-1 inh,VIM-2 inh,FID counter,pCIP destab,PfM18AAP inh
Cc1noc(NS(=O)(=O)c2ccc(NC(=O)CCn3c(=O)oc4ccccc43)cc2)c1C,-1,-12,6,8,-5.2,-4.6,1,-6,2
Cc1ccc(NC(=O)CN(c2ccc(Cl)cc2)S(=O)(=O)c2cc([N+](=O)[O-])ccc2Cl)c(C)c1,0,-22,-6,x,-0.7,-0.5,-2,8,-5
COc1ccc(C(=O)NNC(=O)C(=O)NC(C)c2ccccc2)cc1OC (configuration not stated),3,5,-3,1,0.6,-1.5,-6,8,9
N#Cc1sc(NCc2cccc(Cl)c2)nc1Cl,1,-25,14,2,-2.2,-2.9,3,-3,6
COc1ccccc1N1CCN(C(=O)c2noc(C(C)C)c2[N+](=O)[O-])CC1,-9,-8,1,9,-0.7,-0.8,-28,3,-1
Cc1ccccc1N1CCN(C(=O)c2ccccc2NC(=O)C2CC=CCC2C(=O)O)CC1 (configuration not stated),-5,-2,0,-3,-2.4,0.9,-41,-4,15

# Compounds from the list above that contain a furan ring, fused or not:
SMILES,IDE cell inh,UBC9 SUMO inh,HCV NS3 hel inh,IDE cell activ,IMP-1 inh,VIM-2 inh,FID counter,pCIP destab,PfM18AAP inh
COc1ccc(Cc2nc(-c3ccc(Br)o3)no2)cc1OC,-1,-3,3,6,-2.3,-2.9,-12,-5,4
COC(=O)c1cc2oc(C)cc2n1CC(=O)N(C)c1ccccc1,-2,-2,-4,4,-1.4,-1.9,-17,2,2
CC1CN(C(c2ccco2)c2sc3ncnn3c2O)CC(C)O1 (configuration not stated),0,3,1,1,-3.8,-1.5,-5,11,22
Nc1c(N(CCO)C(=O)/C=C/c2ccco2)c(=O)[nH]c(=O)n1Cc1ccccc1,8,11,1,1,0.9,-0.9,-15,1,-4
COc1ccc(C(CC(=O)O)NC(=O)c2ccco2)cc1OC (configuration not stated),4,4,-6,-3,-1.3,-1.1,-2,-18,0
O=C(Nc1c(C(=O)Nc2ccc3c(c2)OCCO3)cnn1-c1ccccc1Cl)c1ccco1,-2,-5,-11,-2,-4.8,-2.3,-23,-2,-2
O=C(c1ccco1)N1CCN(C(=O)c2ccccc2NS(=O)(=O)c2ccc(F)cc2)CC1,0,-14,5,8,-0.2,2.9,-29,12,-1
